Source: PubChem BioAssay
Cardio protect = myocardial damage modulation in H9c2 cells; H9c2 cardiomyocytes, H2O2 injury protection, ATPLite, 2 h; protection from H2O2 cell death, % at 20 µM; hit rate 0.63% among 360,000;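 active = compounds giving at least 50% protection of heart cells from peroxide-induced death in the single-dose screen, raw or plate-pattern-corrected value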;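 note: 0% = DMSO wells with peroxide and 100% = DMSO wells without peroxide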
MC4R antag cAMP = antagonists of human melanocortin 4 receptor (MC4R) | MC4R-expressing cells, MTII-stimulated cAMP, LANCE TR-FRET | AID 540295 | inhibition, % at 6.5 µM | hit rate 0.48% among 360,000;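 active = inhibition above its plate's cutoff, the mean of tested wells on that plate plus 3 SD, cut at about 29% in these data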;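 note: 0% = Melanotan II alone and 100% = Melanotan II plus saturating MCL0020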
Target sequence (P32245 whole entry, looked up): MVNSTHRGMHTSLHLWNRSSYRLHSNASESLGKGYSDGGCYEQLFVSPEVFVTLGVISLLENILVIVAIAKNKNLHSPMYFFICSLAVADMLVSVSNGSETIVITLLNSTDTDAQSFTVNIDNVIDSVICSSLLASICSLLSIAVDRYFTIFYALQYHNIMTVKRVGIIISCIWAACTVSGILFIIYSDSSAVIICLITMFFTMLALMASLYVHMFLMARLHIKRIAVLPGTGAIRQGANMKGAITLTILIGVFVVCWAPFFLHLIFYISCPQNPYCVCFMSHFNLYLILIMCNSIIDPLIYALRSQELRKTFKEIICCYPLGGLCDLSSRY
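Assay system: U2OS-MC4R stable cell line; Also added: Melanotan II; Technique: Eu-cAMP/anti-cAMP TR-FRET, emission 671 nm; Times: 30-min compound, 1-h challenge, 1-h detection, room temperature.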
aDG glyco act = alpha-DG glycosylation activation | AID 624168 | activation, % at 10 µM | Pro5-aDG cells, alpha-DG glycosylation AlphaScreen (IIH6); 0% Pro5, 100% B10-LARGE cell signal | hit rate 0.22% among 360,000;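 active = activation of at least 8% versus controls, or a plate z-score of at least 8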;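 note: Pro5 are CHO cells carrying HIG-tagged alpha-DG that lacks glycosylation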
iPSC survival up = enhancers of human iPSC single-cell survival. hiPSC single-cell survival, ATPlite luminescence; 100% = ROCK inhibitor wells, 0% = DMSO. survival enhancement, % at 20 µM. hit rate 0.044% among 360,000; in the data active = survival enhancement above about 18%;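 note: cells exposed to compounds for 16 hours before the ATP read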
ABCB6 inh MLPCN = inhibitors of human ABC transporter ABCB6; fluorescence ratio to DMSO, % at 10 µM; hit rate 0.19% among 360,000; Q9NP58; K562-ABCB6 porphyrin accumulation, flow cytometry, 1 h; stronger effect = lower value;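 active = fluorescence ratio to DMSO below 75%, the collection mean minus 3 SD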;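 note: signal is porphyrin accumulated inside mitochondria; 100% equals median channel fluorescence of DMSO control wells; lower ratio means ABCB6 inhibition with less porphyrin fluorescence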
ABHD5-PLIN5 inh = blocks binding of human ABHD5 to perilipin-5 | inhibition, % at 4 µM | hit rate 0.78% among 360,000 | AID 602281 | Split G. princeps luciferase complementation, luminescence, 4 h | Q00G26+Q8WTS1;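 active = inhibition above the mean inhibition across every tested compound plus 3 SD, cut at about 22% in these data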;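 note: 0% = DMSO only wells and the 100% control is not disclosed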
HTR2A ag = mouse HTR2A agonism via beta-arrestin recruitment | activation, % at 7.6 µM | hit rate 0.66% among 360,000 | P35363 | AID 624169 | CHO-K1 mHTR2A beta-arrestin complementation, luminescence; percent of 30 µM serotonin response;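 active = activation above a run cutoff, the mean activation of all tested compounds plus 3 SD, cut at about 14% in these data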;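 note: 0% = plate median of compound wells and 100% = 30 µM serotonin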
Target sequence (P35363 whole entry, looked up): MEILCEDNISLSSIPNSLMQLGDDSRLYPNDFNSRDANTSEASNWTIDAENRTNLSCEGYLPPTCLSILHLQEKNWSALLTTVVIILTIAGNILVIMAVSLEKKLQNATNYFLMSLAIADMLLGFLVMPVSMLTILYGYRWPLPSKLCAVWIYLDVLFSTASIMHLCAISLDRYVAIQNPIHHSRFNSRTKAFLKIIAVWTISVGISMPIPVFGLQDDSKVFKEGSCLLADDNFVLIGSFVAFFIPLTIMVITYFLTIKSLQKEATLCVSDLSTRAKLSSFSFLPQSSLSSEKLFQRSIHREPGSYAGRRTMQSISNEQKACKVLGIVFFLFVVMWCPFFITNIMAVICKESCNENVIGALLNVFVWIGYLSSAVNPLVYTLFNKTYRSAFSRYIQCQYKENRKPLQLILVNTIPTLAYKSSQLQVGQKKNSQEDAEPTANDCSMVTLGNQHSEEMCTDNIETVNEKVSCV
MC4R ag barr = activates human MC4R beta-arrestin recruitment; P32245; U2OS MC4R beta-arrestin complementation, luminescence; percent of melanotan II response, DMSO zero; activation, % at 8.9 µM; hit rate 0.98% among 360,000;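 active = activation above a per-plate cutoff, the mean activation of sample wells on that plate plus 3 SD, cut at about 8% in these data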
Granule exo inh = blocks lytic granule exocytosis; TALL-104 LAMP-1 surface exposure, flow cytometry; cells stimulated with thapsigargin and PMA; inhibition, % at 10 µM; hit rate 0.66% among 360,000; AID 651702;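 active = inhibition above about 55%, limit read from the data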
N-glyco inh = N-linked glycosylation inhibition; AID 588692; D54 ERlucT glycosylation luciferase reporter, 24 h; percent of 100 nM tunicamycin response; reporter increase, % at 12.5 µM; hit rate 0.23% among 360,000;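 active = mean luciferase reporter signal, scaled so untreated is 0 and the glycosylation-blocking control 100, at or above a set limit in every replicate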;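 note: luciferase carries N-glycosylation sites so blocking glycosylation raises the light; 0% = median of neutral control wells and 100% = median of 100 nM tunicamycin wells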
Starred values were filed as active, the others as inactive.

What do the screens show for `CC1CCc2c(sc(NC(=O)COC(=O)c3ccccc3NCc3ccco3)c2C#N)C1` (stereo not drawn)?
Cardio protect: -11; MC4R antag cAMP: 17; aDG glyco act: 0.0; iPSC survival up: 1.2; ABCB6 inh MLPCN: 91; ABHD5-PLIN5 inh: 6; HTR2A ag: 1; MC4R ag barr: -1.4; Granule exo inh: -2; N-glyco inh: 1

Results for O=C(NCC(c1ccco1)N1CCN(c2ccc(F)cc2)CC1)c1cccs1 (stereo not drawn) ?
Cardio protect: 8; MC4R antag cAMP: 13; aDG glyco act: -0.1; iPSC survival up: 0.8; ABCB6 inh MLPCN: 104; ABHD5-PLIN5 inh: -9; HTR2A ag: -6; MC4R ag barr: -0.5; Granule exo inh: 1; N-glyco inh: -1

What do the screens show for `Cc1cc(NC(=O)CCSc2ccc(Cl)cc2)no1`?
Cardio protect: -3; MC4R antag cAMP: 12; aDG glyco act: -0.4; iPSC survival up: -1.1; ABCB6 inh MLPCN: 97; ABHD5-PLIN5 inh: -4; HTR2A ag: -3; MC4R ag barr: -2.9; Granule exo inh: -1; N-glyco inh: 2

What do the screens show for `CCC(=O)NNc1cc(=O)c2c(=O)n(C)c(=O)n(C)c2[nH]1`?
Cardio protect: -2; MC4R antag cAMP: -3; aDG glyco act: -0.2; iPSC survival up: 1.6; ABCB6 inh MLPCN: 110; ABHD5-PLIN5 inh: -3; HTR2A ag: 1; MC4R ag barr: -0.8; Granule exo inh: 1; N-glyco inh: 2

What do the screens show for `Cc1ccc(C(=O)NCC(=O)OCC(=O)Nc2ncc(C(F)(F)F)cc2Cl)cc1`?
Cardio protect: 1; MC4R antag cAMP: 18; aDG glyco act: 0.1; iPSC survival up: -1.5; ABCB6 inh MLPCN: 96; ABHD5-PLIN5 inh: -1; HTR2A ag: -5; MC4R ag barr: -3.4; Granule exo inh: 0; N-glyco inh: 3

What do the screens show for `COc1ccc(-c2noc(CCC(=O)N(C)c3cccc(C)c3)n2)cc1`?
Cardio protect: -15; MC4R antag cAMP: 1; aDG glyco act: 0.6; iPSC survival up: 1.0; ABCB6 inh MLPCN: 98; ABHD5-PLIN5 inh: 1; HTR2A ag: 3; MC4R ag barr: 0.7; Granule exo inh: -3; N-glyco inh: -2

How did Cc1cc(C)c(NC(=O)CN(C2CCCCC2)C2CCCCC2)c(C)c1 do in these assays?
Cardio protect: -18; MC4R antag cAMP: -1; aDG glyco act: 0.2; iPSC survival up: -2.7; ABCB6 inh MLPCN: 96; ABHD5-PLIN5 inh: 5; HTR2A ag: -2; MC4R ag barr: 0.0; Granule exo inh: 10; N-glyco inh: -7

Results for O=[N+]([O-])c1csc2ccccc12 ?
Cardio protect: -6; MC4R antag cAMP: 7; aDG glyco act: 0.1; iPSC survival up: 0.1; ABCB6 inh MLPCN: 96; ABHD5-PLIN5 inh: -7; HTR2A ag: 4; MC4R ag barr: -1.6; Granule exo inh: 6; N-glyco inh: 0

What do the screens show for `C=CCn1nnnc1SCC(=O)Nc1ccccc1C(=O)OC`?
Cardio protect: 7; MC4R antag cAMP: 6; aDG glyco act: 0.1; iPSC survival up: -0.6; ABCB6 inh MLPCN: 99; ABHD5-PLIN5 inh: -3; HTR2A ag: -2; MC4R ag barr: -2.1; Granule exo inh: -2; N-glyco inh: -1

What do the screens show for `Clc1ccccc1OCc1nc(-c2ccncc2)no1`?
Cardio protect: -12; MC4R antag cAMP: 19; aDG glyco act: 0.1; iPSC survival up: -1.9; ABCB6 inh MLPCN: 96; ABHD5-PLIN5 inh: 3; HTR2A ag: -2; MC4R ag barr: 1.4; Granule exo inh: -3; N-glyco inh: -4

Results for Cc1nnc(NC(=O)c2ccccc2Oc2ccccc2)s1 ?
Cardio protect: 5; MC4R antag cAMP: 1; aDG glyco act: 0.0; iPSC survival up: -0.8; ABCB6 inh MLPCN: 92; ABHD5-PLIN5 inh: 0; HTR2A ag: 2; MC4R ag barr: -0.4; Granule exo inh: -1; N-glyco inh: 0

Results for CC(C)C(=O)NNC(=O)c1csc(CS(=O)(=O)c2ccc(Cl)cc2)n1 ?
Cardio protect: 4; MC4R antag cAMP: 4; aDG glyco act: -0.2; iPSC survival up: 0.8; ABCB6 inh MLPCN: 94; ABHD5-PLIN5 inh: -6; HTR2A ag: 5; MC4R ag barr: -3.3; Granule exo inh: 0; N-glyco inh: 1

Results for CC(C)C[C@H](NC(=O)N1CCn2c1nc1ccccc12)C(=O)NC1CC1 ?
Cardio protect: 3; MC4R antag cAMP: 3; aDG glyco act: -0.4; iPSC survival up: 0.2; ABCB6 inh MLPCN: 98; ABHD5-PLIN5 inh: 8; HTR2A ag: 11; MC4R ag barr: -2.9; Granule exo inh: -2; N-glyco inh: 2

Results for O=C(CCCN1C(=O)S/C(=C\c2ccccc2)C1=O)NNC(=O)c1ccccc1O ?
Cardio protect: 16; MC4R antag cAMP: 2; aDG glyco act: 0.7; iPSC survival up: 0.2; ABCB6 inh MLPCN: 95; ABHD5-PLIN5 inh: 1; HTR2A ag: 5; MC4R ag barr: 8.4*; Granule exo inh: 3; N-glyco inh: -4

What do the screens show for `CCOc1ccc(NC(=O)c2ccccc2NC(=O)c2cccnc2)cc1`?
Cardio protect: -2; MC4R antag cAMP: 5; aDG glyco act: 0.1; iPSC survival up: -0.5; ABCB6 inh MLPCN: 95; ABHD5-PLIN5 inh: 6; HTR2A ag: -5; MC4R ag barr: -0.1; Granule exo inh: -2; N-glyco inh: 0

Results for CCOC(=O)c1cnc2c(C(F)(F)F)cccc2c1N1CCN(C)CC1 ?
Cardio protect: 9; MC4R antag cAMP: 1; aDG glyco act: 0.0; iPSC survival up: -0.6; ABCB6 inh MLPCN: 100; ABHD5-PLIN5 inh: 7; HTR2A ag: -7; MC4R ag barr: -1.2; Granule exo inh: 10; N-glyco inh: -1

Results for Cc1ccc(-c2nnn(CC(=O)N(c3ccccc3)C(C(=O)NCC3CCCO3)c3cccs3)n2)o1 (stereo not drawn) ?
Cardio protect: -1; MC4R antag cAMP: -1; aDG glyco act: -0.3; iPSC survival up: -0.1; ABCB6 inh MLPCN: 92; ABHD5-PLIN5 inh: -3; HTR2A ag: 0; MC4R ag barr: -1.5; Granule exo inh: -4; N-glyco inh: 0

What do the screens show for `Cc1nn(C(C)C(=O)NCc2ccccc2Cl)c(=O)c2c1sc1ccccc12` (stereo not drawn)?
Cardio protect: -9; MC4R antag cAMP: 0; aDG glyco act: 0.1; iPSC survival up: 1.4; ABCB6 inh MLPCN: 99; ABHD5-PLIN5 inh: 2; HTR2A ag: -4; MC4R ag barr: -1.6; Granule exo inh: 82*; N-glyco inh: 2

What do the screens show for `COc1ccc(C)cc1N(CC(=O)Nc1ccc(S(=O)(=O)N2CCOCC2)cc1)S(C)(=O)=O`?
Cardio protect: -1; MC4R antag cAMP: 4; aDG glyco act: -0.2; iPSC survival up: -0.6; ABCB6 inh MLPCN: 96; ABHD5-PLIN5 inh: 1; HTR2A ag: -2; MC4R ag barr: -0.2; Granule exo inh: 4; N-glyco inh: -1

What do the screens show for `CCn1c(C)nc2cc(-c3nnc(-c4c(-c5ccccc5)noc4C)o3)ccc21`?
Cardio protect: 0; MC4R antag cAMP: -18; aDG glyco act: 2.7; iPSC survival up: 8.3; ABCB6 inh MLPCN: 97; ABHD5-PLIN5 inh: 10; HTR2A ag: 4; MC4R ag barr: 1.0; Granule exo inh: 3; N-glyco inh: 2

Results for CCCCCn1cnc2sc(-c3ccccc3)cc2c1=O ?
Cardio protect: -3; MC4R antag cAMP: -3; aDG glyco act: 0.4; iPSC survival up: 6.9; ABCB6 inh MLPCN: 90; ABHD5-PLIN5 inh: -7; HTR2A ag: 2; MC4R ag barr: 1.6; Granule exo inh: 0; N-glyco inh: -1

How did c1ccc(-n2cnc3cc(NCc4cccs4)ccc32)cc1 do in these assays?
Cardio protect: -5; MC4R antag cAMP: 8; aDG glyco act: -0.2; iPSC survival up: -1.4; ABCB6 inh MLPCN: 103; ABHD5-PLIN5 inh: 8; HTR2A ag: -5; MC4R ag barr: -2.1; Granule exo inh: 2; N-glyco inh: -17

What do the screens show for `Cc1ccc(CNC(=O)C2(S(=O)(=O)c3ccc(C)cc3)CC2)cc1`?
Cardio protect: 1; MC4R antag cAMP: 4; aDG glyco act: 0.1; iPSC survival up: 4.1; ABCB6 inh MLPCN: 94; ABHD5-PLIN5 inh: 2; HTR2A ag: -9; MC4R ag barr: -2.2; Granule exo inh: 6; N-glyco inh: 0

How did Cc1ccc(/C=C2/N=C(c3ccccc3)NNC2=O)cc1 do in these assays?
Cardio protect: -4; MC4R antag cAMP: -8; aDG glyco act: 0.2; iPSC survival up: -0.6; ABCB6 inh MLPCN: 90; ABHD5-PLIN5 inh: -1; HTR2A ag: -1; MC4R ag barr: -1.1; Granule exo inh: 0; N-glyco inh: -1

Results for Cc1nn(Cc2ccccc2Cl)c(C)c1NC(=O)/C=C/c1cnn(C)c1 ?
Cardio protect: 3; MC4R antag cAMP: 6; aDG glyco act: 0.1; iPSC survival up: 4.6; ABCB6 inh MLPCN: 96; ABHD5-PLIN5 inh: -8; HTR2A ag: 6; MC4R ag barr: -1.9; Granule exo inh: 2; N-glyco inh: -2

How did CCc1nc2ccc(C(=O)Nc3ccc(OC)c(OC)c3)cn2c1N(C)CCC(C)C do in these assays?
Cardio protect: -5; MC4R antag cAMP: 11; aDG glyco act: 0.4; iPSC survival up: 3.3; ABCB6 inh MLPCN: 99; ABHD5-PLIN5 inh: 6; HTR2A ag: -3; MC4R ag barr: -0.4; Granule exo inh: 0; N-glyco inh: -2

Results for O=C(NC1CCCC1)C(c1ccc(F)cc1)N1CCC(O)(c2ccc(Cl)cc2)CC1 (stereo not drawn) ?
aDG glyco act: 0.0; ABHD5-PLIN5 inh: -12; HTR2A ag: -8; Granule exo inh: 4

How did Nc1ccc(-c2nc3ncccc3o2)c(O)c1 do in these assays?
Cardio protect: -8; MC4R antag cAMP: -5; aDG glyco act: 0.1; iPSC survival up: -0.8; ABCB6 inh MLPCN: 98; ABHD5-PLIN5 inh: 4; HTR2A ag: 1; MC4R ag barr: -0.8; Granule exo inh: -7; N-glyco inh: 0

How did O=C(Cc1ccccc1)N1CCC(C(=O)N2CCN(c3ccc(F)cc3)CC2)CC1 do in these assays?
Cardio protect: 5; MC4R antag cAMP: -2; aDG glyco act: 0.0; iPSC survival up: 3.2; ABCB6 inh MLPCN: 103; ABHD5-PLIN5 inh: 2; HTR2A ag: -5; MC4R ag barr: -0.7; Granule exo inh: -4; N-glyco inh: 0

Retrieved one by one from above, 2 records:
How did O=C(Cc1ccccc1)N1CCC(C(=O)N2CCN(c3ccc(F)cc3)CC2)CC1 do in these assays?
Cardio protect: 5; MC4R antag cAMP: -2; aDG glyco act: 0.0; iPSC survival up: 3.2; ABCB6 inh MLPCN: 103; ABHD5-PLIN5 inh: 2; HTR2A ag: -5; MC4R ag barr: -0.7; Granule exo inh: -4; N-glyco inh: 0

What do the screens show for `CC1CCc2c(sc(NC(=O)COC(=O)c3ccccc3NCc3ccco3)c2C#N)C1` (stereo not drawn)?
Cardio protect: -11; MC4R antag cAMP: 17; aDG glyco act: 0.0; iPSC survival up: 1.2; ABCB6 inh MLPCN: 91; ABHD5-PLIN5 inh: 6; HTR2A ag: 1; MC4R ag barr: -1.4; Granule exo inh: -2; N-glyco inh: 1

Compounds were not picked by outcome; overall some 4.5% were active at least once.
